Bioassay records (PubChem BioAssay)
12-LOX inh: inhibitors of human 12S-lipoxygenase ALOX12; Potency, µM (titrated, usually from 108 µM), for the others: at the top dose activity change, negative = inhibition, hits mostly inhibitors; 580,000 tested, 1.1% active; AID 1671190; purified 12hLO, xylenol orange hydroperoxide absorbance; P18054; active means well fitted inhibition curve with a large enough effect; inconclusive means small, poorly fitted or top-dose-only effect, or another doubt; inactive means no such curve, though single readings can be large or run the other way
Target sequence (P18054 whole entry, looked up): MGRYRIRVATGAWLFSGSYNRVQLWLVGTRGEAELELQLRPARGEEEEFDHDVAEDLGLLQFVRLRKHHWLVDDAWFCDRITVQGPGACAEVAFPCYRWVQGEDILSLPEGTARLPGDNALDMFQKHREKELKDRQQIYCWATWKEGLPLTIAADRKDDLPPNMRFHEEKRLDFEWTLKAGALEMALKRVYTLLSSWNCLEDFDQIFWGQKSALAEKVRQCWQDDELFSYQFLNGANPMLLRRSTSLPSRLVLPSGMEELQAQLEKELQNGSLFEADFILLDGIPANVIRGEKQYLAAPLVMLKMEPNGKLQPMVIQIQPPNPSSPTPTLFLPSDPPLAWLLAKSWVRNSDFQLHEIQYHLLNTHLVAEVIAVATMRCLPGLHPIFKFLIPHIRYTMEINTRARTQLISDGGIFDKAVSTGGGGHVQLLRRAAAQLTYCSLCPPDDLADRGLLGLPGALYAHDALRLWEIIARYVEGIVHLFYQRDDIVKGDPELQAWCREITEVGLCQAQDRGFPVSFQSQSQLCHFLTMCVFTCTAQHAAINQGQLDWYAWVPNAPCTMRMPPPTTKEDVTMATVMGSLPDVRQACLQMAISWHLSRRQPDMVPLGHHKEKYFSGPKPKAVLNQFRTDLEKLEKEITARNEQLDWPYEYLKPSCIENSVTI
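Purified human 12hLO (150 nM final) in 25 mM Hepes, 0.01% Triton X-100, pH 7.0 was preincubated 15 min at room temperature with compound. Then 40 uM arachidonic acid was added, 30 min. Hydroperoxide was read by Fe-XO absorbance ratio 573/405 nm.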
Starred values were filed as active, the others as inactive; ? = inconclusive; [ ] = remark or other dose. On the % scale 0 is the no-effect control and ±100 the full control effect; potency means the concentration at half of the fitted maximal effect. These rows are one share of the data, so the mix of outcomes need not match the whole.

item | 12-LOX inh | Compound
1 | 9% | Cc1ccc(NC(=O)C2CCN(c3cc(C(F)(F)F)ncn3)CC2)cc1Cl
2 | 5% | N#Cc1cccc(CN2CCc3nc(N4CCc5ccccc5C4)[nH]c(=O)c3CC2)c1
3 | 3%[176 µM] | O=[S+]([O-])(Nc1ccccc1)c1ccc2c(c1)OCCN(Cc1ccccc1F)C2
4 | 7% | O=C1CCN(S(=O)(=O)c2cccs2)CCCCCCN1
5 | ? | COc1ccc(-c2nc(C)c(C(=O)NCc3ccccc3OC)s2)cc1
6 | -3% | COc1ccc(C(=O)N2CCC3(CC2)NCCc2c3[nH]c3ccccc23)cc1
7 | 32%[activator] | COc1ccc(CC(=O)NC2CCN(c3cc(-c4ccccc4)[nH]n3)CC2)cc1
8 | -16% | CCN(CC)CCN1C(=O)C(=O)/C(=C(/O)c2ccc(OCc3cccc(C)c3)cc2)C1c1cccnc1 (stereo unspecified)
9 | 70%[activator] | CC/C=C\CCc1c(-c2ccccc2)ncn1CCN1CCN(C)CC1
10 | 5% | COc1ccc(CC(=O)Nc2c(C(=O)N3CCC(N4CCCCC4)CC3)oc3ccccc23)cc1
11 | -28% | CC(C)=CCC/C(C)=C/COc1ccc2c(=O)c(-c3ccccc3)c(C)oc2c1
12 | -3% | Cn1nc(C(=O)OCc2ccccc2)c2ccccc2c1=O
13 | 33% | Cc1ncsc1CN1CCCC(c2nc(-c3cccnc3)no2)CCNC(=O)CC1 (stereo unspecified)
14 | -27% | Cn1c2c(c(=O)n(C)c1=O)C(c1ccc(O)cc1)C1=C(CC(C)(C)CC1=O)N2 (stereo unspecified)
15 | -5% | CC(C)=CCC/C(C)=C/C=N/NC(=O)Nc1ccccc1
16 | -18% | Cc1cccc(NC(=O)COc2ncnc3ccc(Br)cc23)c1
17 | 13% | COc1ccc(CN2CCOc3ccc(CN4CCC(Oc5cccnc5)CC4)cc3C2)c(F)c1
18 | -2% | COc1cc(OC)cc(C2=Cc3ccccc3C(CC(C)=O)N2c2ccc(-c3cncnc3)cc2)c1 (stereo unspecified)
19 | 14% | Cn1nc2n(c1=O)CCN(S(=O)(=O)c1ccccc1C(F)(F)F)CC2
20 | 0%[176 µM] | COc1ccc(NC(=O)NC[C@H]2O[C@@H]3C[C@@H](CC(=O)NC(C)C)O[C@@H]3[C@@H]2O)cc1
21 | ? | COc1ccc2nc(NS(=O)(=O)c3ccc(Cl)cc3)c(Nc3cc(C)ccc3OC)nc2c1
22 | ? | O=c1c2c(n(Cc3ccccc3)n1-c1ccccc1)CN(Cc1ccc3[nH]ccc3c1)CC2
23 | -2%[57.4 µM] | C[C@H](NC(=O)Cc1cc(F)cc(F)c1)C(=O)N[C@@H]1C(=O)N(C)c2ccccc2-c2ccccc21
24 | -10%[57.4 µM] | OC[C@H]1O[C@@H](O[C@H]2[C@@H](O)[C@@](O)(CO)O[C@@H]2CO)[C@H](O)[C@@H](O)[C@@H]1O
25 | 7% | O=C(c1ccc(F)c(F)c1)N1CCN(C(=O)c2nnn3c2COC(c2ccccc2)C3)CC1 (stereo unspecified)

Sorted by value in 12-LOX inh (high to low): some entries from above
item | 12-LOX inh | Compound
2 | 5% | N#Cc1cccc(CN2CCc3nc(N4CCc5ccccc5C4)[nH]c(=O)c3CC2)c1
6 | -3% | COc1ccc(C(=O)N2CCC3(CC2)NCCc2c3[nH]c3ccccc23)cc1
15 | -5% | CC(C)=CCC/C(C)=C/C=N/NC(=O)Nc1ccccc1

Next section.
item | 12-LOX inh | Compound
26 | 33%[activator] | CC(C)CN1C(=O)c2ccccc2C(C(=O)Nc2nncs2)C12CCCC2 (stereo unspecified)
27 | -22% | CN(Cc1ccco1)C(=O)[C@@H](Cc1ccccc1)NC(=O)[C@H]1O[C@@H](n2ccc(=O)[nH]c2=O)[C@H](O)[C@@H]1O
28 | 63%[activator] | Cc1noc(-c2ccc(S(=O)(=O)N3C[C@H](C4CC4)[C@@H](N)C3)o2)c1C
29 | 47%[activator] | Cn1cc(CC(=O)N2CCCc3ncc(C(=O)NCCN4CCCC4)cc32)c2ccccc21
30 | -13% | COc1ccccc1NC(=O)CSc1cn[nH]n1
31 | 21% | O=C(CCC[C@@H]1[C@H]2CCCN3CCC[C@@H](CN1C(=O)c1ccccc1)[C@@H]23)NCc1ccccc1
32 | 38%[activator] | COCCN1CCC(N2CCN(S(=O)(=O)Cc3ccccc3F)CC2)C1=O (stereo unspecified)
33 | 32%[activator] | CN(Cc1nc2ccc(Cl)cc2[nH]1)C(=O)c1ccc2nccn2c1
34 | -21% | CCN(CC)C(=O)N1CCC(C(=O)NCC2(c3ccc(F)cc3)CC2)CC1
35 | ? | Cc1cc(/C=C(\C#N)c2ccc(F)cc2)c(C)n1C
36 | 52%[activator] | CN(Cc1nc(-c2ccccn2)no1)CC1COc2ccccc2O1 (stereo unspecified)
37 | -3% | COC(=O)[C@]12CCCCC=C1N(Cc1ccccc1)C(=O)[C@H](CC(=O)NCc1ccc(OC)c(OC)c1)C2
38 | 18% | CCCNc1c(NC(=O)NC2(CC(=O)OCC)CCCCC2)c(=O)oc2ccccc12
39 | 2% | CCCCn1cnc2c1c(=O)n(CC(=O)Nc1cc(F)ccc1C)c(=O)n2CCCC
40 | 4%[176 µM] | Clc1cccc(CN2CC(CNc3cccnc3)C3(C2)CN(c2ccccc2)C3)c1 (stereo unspecified)
41 | 7% | COc1c2occc2c(OC)c2c(=O)cc(C(F)(F)C(F)F)oc12
42 | 19% | COc1ccc(NC(=O)N2CCCC2c2nncn2C2CCCC2)c(OC)c1 (stereo unspecified)
43 | 20% | CCn1nccc1C(=O)N1C[C@@H]2CCCN3CCC[C@@H]([C@H]23)[C@H]1CCCC(=O)NC
44 | 9% | O=C(NCC1CCC2(CCN(Cc3ccc4ncccc4c3)CC2)O1)C1CCCO1 (stereo unspecified)
45 | 35% | COCCOC(=O)C1=C(C)N=C2SC=C(CC(=O)NCc3ccco3)N2C1c1ccccc1OC (stereo unspecified)
46 | -8% | CC(C)CC1NC(=O)c2cc(Cl)ccc2-n2c1nc1ccccc1c2=O (stereo unspecified)
47 | 1% | Cc1cccc(C2(c3cccc(C)c3)CC2C(=O)N/N=C/C=C/c2ccccc2)c1 (stereo unspecified)
48 | ? | Cc1cc(C(F)(F)F)nc(SCC(=O)c2ccccc2)n1
49 | ? | CCCCNC(=O)c1nc2ccccc2nc1-c1cccc(Br)c1
50 | 8%[176 µM] | COc1ccc(Nc2ccc3c(n2)CN(Cc2ccccc2)C(=O)CO3)cn1

Seven entries drawn at random from those above, as already listed:
item | 12-LOX inh | Compound
40 | 4%[176 µM] | Clc1cccc(CN2CC(CNc3cccnc3)C3(C2)CN(c2ccccc2)C3)c1 (stereo unspecified)
36 | 52%[activator] | CN(Cc1nc(-c2ccccn2)no1)CC1COc2ccccc2O1 (stereo unspecified)
31 | 21% | O=C(CCC[C@@H]1[C@H]2CCCN3CCC[C@@H](CN1C(=O)c1ccccc1)[C@@H]23)NCc1ccccc1
45 | 35% | COCCOC(=O)C1=C(C)N=C2SC=C(CC(=O)NCc3ccco3)N2C1c1ccccc1OC (stereo unspecified)
50 | 8%[176 µM] | COc1ccc(Nc2ccc3c(n2)CN(Cc2ccccc2)C(=O)CO3)cn1
43 | 20% | CCn1nccc1C(=O)N1C[C@@H]2CCCN3CCC[C@@H]([C@H]23)[C@H]1CCCC(=O)NC
32 | 38%[activator] | COCCN1CCC(N2CCN(S(=O)(=O)Cc3ccccc3F)CC2)C1=O (stereo unspecified)

Other results:
item | 12-LOX inh | Compound
51 | 12% | O=C(NC(NC(=O)c1ccccc1)c1cccc(F)c1)c1ccccc1
52 | 18% | O=C(Nc1cccc(-n2cccn2)c1)C1CCCN1CC1CC1 (stereo unspecified)
53 | 3% | CCn1ncc(S(=O)(=O)N2CCCC(CO)(CC=C(C)C)C2)c1C (stereo unspecified)
54 | ? | O=C1CC(c2ccccc2)N(S(=O)(=O)c2ccc3c(c2)CCC3)CCCCCN1 (stereo unspecified)
55 | 11% | CCc1noc(-c2cn(C3CCN(C(=O)c4ccc(Cl)cc4)C3)nn2)n1 (stereo unspecified)
56 | -13% | CC(=O)N1CCN(C(=O)c2cc(-c3ccc(F)cc3)nc3ccccc23)CC1
57 | 2% | O=C(c1nc2sccn2c1Br)N1CCC(N2CCCCC2)CC1
58 | 9% | COc1ccc(CC(=O)N2CCC(CC(=O)NCc3ccccc3)C2)cc1 (stereo unspecified)
59 | 5% | Cc1cn2nnc(C(=O)NCC3CC3)c2c(=O)[nH]1
60 | ? | Cc1ccc(C(=O)C(C)OC(=O)c2cc3ccccc3oc2=O)cc1 (stereo unspecified)
61 | ? | COc1ccc(NC(=O)[C@@H]2C[C@@H](c3cccc(C(F)(F)F)c3)N(C)C2)cc1OC
62 | 28% | CN1CC(=O)N(c2ccccc2F)Cc2c1ncnc2N1CCN(c2ncccn2)CC1
63 | 1% | CC(=O)c1ccc(NC(=O)N2CCc3c(nc(-c4ccc(F)cc4)[nH]c3=O)C2)cc1
64 | -6% | NC(=O)[C@H](CC1CCCCC1)NC(=O)[C@H]1CN(C(=O)C2CCNCC2)CCN1C(=O)NC1CCCCC1
65 | 86%[activator] | COc1cccc(C(=O)N2CCC3(CC2)Cc2ccccc2NC3=O)c1
66 | -16% | COc1ccc(S(=O)(=O)Nc2ccc3c(c2)C(=O)N([C@H](C)CO)C[C@H](C)[C@@H](CN(C)C)OCCCC[C@H](C)O3)cc1
67 | ? | CCCCCCOc1ccc(C(=O)/C=C/C(=O)O)cc1
68 | 10% | O=C1N(Cc2cccc(F)c2F)CCCC1(O)CN1CCCCC1 (stereo unspecified)
69 | 44%[activator] | Cc1noc(-c2ccc(OC3CN(C(=O)c4cc(F)ccc4F)C3)cc2)n1
70 | -18% | O=C(COc1ccccc1)N[C@H]1CO[C@H]2[C@@H]1OC[C@@H]2n1nnnc1-c1ccc2c(c1)OCO2
71 | -3% | NS(=O)(=O)c1ccc(NCS(=O)(=O)O)cc1
72 | ? | COc1ccccc1-c1nc(NCc2cccnc2)c2ccccc2n1
73 | -24% | COC(=O)Cc1ccc(OCc2ccccc2C#N)cc1
74 | 39%[activator][176 µM] | Cc1noc([C@@H](C)NC(=O)C2CC2)c1C(=O)O
75 | 8% | O=C(c1n[nH]c2c1CCC2)N1CCC(c2nccn2Cc2ccccn2)CC1
76 | 0% | Cc1ccc(S(=O)(=O)N2CCC(n3cnnc3C)CC2)cc1F
77 | -30% | COc1ccc(-c2nc(Nc3ccc(Cl)cc3)sc2C)cc1
78 | ? | CCOc1cc(CNCc2cccnc2)cc(Cl)c1OCC
79 | 10% | COCCN1C(=O)c2cccn2CC1CNS(=O)(=O)c1ccc(F)cc1 (stereo unspecified)
80 | 71%[activator] | Cc1nc(-c2nc3c([nH]2)CCCNC3=O)cc(=O)[nH]1
81 | 10% | O=C(Cc1n[nH]c(=O)c2ccccc12)NCC(=O)NC1CC1
82 | 36%[activator] | O=C(C1CCCC1)N1CCc2onc(-c3ccc(C(F)(F)F)cc3)c2C1
83 | 20% | CC[C@@]1(C(=O)O)C[C@H](C(=O)N(C)CCO)[C@H](c2ccc(F)cc2)N1C
84 | ? | Cc1ccc(NC(=O)COC(=O)C2(c3ccccc3F)CCCC2)c([N+](=O)[O-])c1
85 | ? | CCC(C(=O)c1ccc(OC)cc1)C(=O)c1ccc(OC)cc1
86 | 9% | O=C(CC1(c2cccc(F)c2)CC(=O)N(Cc2cccnc2)C1=O)N1CCCCCCC1 (stereo unspecified)
87 | 21% | Cc1cc(NC(=O)c2cc(F)ccc2Br)n(CCC#N)n1
88 | -3% | CCCC[C@@H]1Cc2[nH][nH]c(=O)c2[C@H](c2ccc3ccccc3c2)O1
89 | ? | O=C1NCCN(Cc2ccoc2)C1CC(=O)N(CCO)Cc1ccccc1F (stereo unspecified)
90 | 11% | O=C(Cn1nc(Br)nc1Br)c1ccc(F)cc1
91 | 9% | CCc1nn(-c2ccc(OC)cc2)c(Oc2ccccc2F)c1CCC(=O)NC(C)C
92 | -4% | CCn1c(SCc2nc(-c3ccccc3OC)no2)nnc1-c1ccco1
93 | -5%[57.4 µM] | O=C(Nc1cccc(F)c1)N1CC2(CCN(C(=O)c3cc(C(F)(F)F)cc(C(F)(F)F)c3)CC2)C1
94 | 27% | NC1CCC(n2cc(C(=O)NCc3cc(-c4cccnc4)no3)nn2)CC1 (stereo unspecified)
95 | 5% | COC(=O)C1=C(C)N=C2SC=C(CC(=O)NCc3ccccc3)N2C1c1cccc(OC)c1 (stereo unspecified)
96 | 20% | COc1ccc(C(=O)N2CCCC(c3[nH]ccc3C(N)=O)C2)cc1F (stereo unspecified)
97 | -21% | CCN1c2cc(C(=O)NCc3ccc(Cl)cc3)ccc2C(=O)N2CCCCC21 (stereo unspecified)
98 | 72%[activator][176 µM] | Cc1ccc(CN2Cc3[nH]cnc3C[C@H]2c2nc(C(C)C)no2)cc1
99 | -2% | CCc1nc2sc3c(NC4CCCCC4)ncnc3c2c2c1COC(C)(C)C2
100 | 24% | CCC(=O)NC1(C(F)(F)F)N=C(c2ccccc2)N(CCc2ccccc2)C1=O (stereo unspecified)

Next part.
item | 12-LOX inh | Compound
101 | 13% | COC(=O)[C@]12C[C@H](CC(=O)NCc3ccc(OC)c(OC)c3)C(=O)N(Cc3ccccc3)C1=C[C@H](C(C)C)O[C@@H]2C1CC1
102 | ? | C=CC(=O)N1CCc2ccc(-n3c(=O)ccc4cnc5ccc(-c6cnn(C)c6)cc5c43)cc21
103 | ? | CC(=O)Oc1ccc2c(C)c(CC(=O)NCCc3ccccc3F)c(=O)oc2c1OC(C)=O
104 | 33%[activator] | O=C1CCN(C(=O)CC2CCCC2)CCCC(c2nc(-c3cccnc3)no2)CCN1 (stereo unspecified)
105 | 2%[12.5 µM] | FC(F)(F)CN1C2CCC1CN(c1cnccn1)C2
106 | 36%[activator] | Cc1cccc(NC(=O)N2CC(Oc3ccc(-c4nc(C)no4)cc3)C2)c1
107 | 7% | CCC(=O)N/N=C(/C)c1ccccc1
108 | 0% | Cc1oc2cc(OCC(=O)NCc3cccs3)ccc2c(=O)c1Oc1ccccc1
109 | -6% | O=C1NC2(CCN(Cc3cccc4ccccc34)CC2)COc2ccccc21
